# DAX1 inh-1: DAX1 (NR0B1) inhibition, primary screen; HEK293T StAR-luciferase reporter, SF-1/DAX-1 repression relief; inhibition, % at 6.8 µM; 1.1% of 370,000 active; AID 652010;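 active = inhibition above the mean over all tested compounds plus 3 SD, cut at about 3.6% in these data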;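 note: 0% = DAX-1 cells with DMSO and 100% = cells lacking DAX-1 with DMSO; higher inhibition means more luminescence from relief of DAX-1 repression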
# DAX1 inh-2: NR0B1 (DAX1) inhibition. P51843. HEK293 Gal4-DAX1 luciferase reporter, luminescence. inhibition, % at 6.75 µM. 0.99% of 340,000 active. AID 504766;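 active = inhibition above the mean over all tested compounds plus 3 SD, cut at about 4.2% in these data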;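 note: 0% = DAX1-transfected cells with DMSO and 100% = empty-vector control cells with DMSO; inhibition shows as a rise in luminescence from relieved DAX1 repression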
# Target sequence (P51843 207-470 limits assumed): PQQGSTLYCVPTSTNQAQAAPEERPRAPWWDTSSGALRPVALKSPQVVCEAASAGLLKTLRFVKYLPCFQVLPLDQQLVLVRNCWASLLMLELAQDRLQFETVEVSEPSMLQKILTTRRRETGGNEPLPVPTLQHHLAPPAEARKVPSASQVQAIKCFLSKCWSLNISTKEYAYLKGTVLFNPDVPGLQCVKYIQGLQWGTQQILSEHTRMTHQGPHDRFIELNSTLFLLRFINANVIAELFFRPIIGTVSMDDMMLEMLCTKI
# ADAM17 inh: ADAM17 inhibition, QFRET primary screen. P78536. recombinant ADAM17, EDANS/DABCYL FRET peptide cleavage. inhibition, % at 6.95 µM. 0.83% of 370,000 active. AID 720648;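 active = inhibition above the mean of compounds lying between control limits plus 3 SD, set per campaign, cut at about 8.5% in these data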;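 note: 0% = DMSO-only wells as the low control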
# ssDAF-12 act: activates DAF-12 receptor from parasite S. stercoralis. HEK293 ssDAF-12/GRIP1 lit1-tk-luc reporter, luminescence; % of 3 µM dafachronic acid response. activation, % at 6.8 µM. 1% of 370,000 active. AID 652126;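 active = activation above the mean over all tested compounds plus 3 SD, cut at about 0.9% in these data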;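 note: 0% = DMSO-only wells and 100% = 3 µM delta7-dafachronic acid wells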
# PLC-beta3 inh: PLC-beta3 (human) inhibition, primary screen | Q01970 | Purified PLC-beta3, fluorogenic substrate, fluorescence | inhibition, % at 12.2 µM | 0.18% of 370,000 active; in the data active = inhibition above about 11%;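 note: 0% = median of compound wells on plate and 100% = full blocker control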
# SMARCA2 activ: activators of SMARCA2 function. 1% of 370,000 active. MG213 cells, MMTV-luciferase reporter, dexamethasone, overnight. activation, % at 9.1 µM; in the data active = activation above about 7.8%;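 note: 0% = vehicle wells and 100% = reference activator wells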
# hgDAF12 agonist: hgDAF-12 agonism, primary luciferase screen; HEK293 GAL4-hgDAF12 UAS-luciferase reporter, agonist luminescence; normalized to butyrate control; activation, % at 6.8 µM; 1.8% of 370,000 active; AID 687014;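 active = activation above a cutoff set at the mean of all screened compounds plus 3 SD, cut at about 10% in these data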;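 note: 0% = DMSO wells and 100% = sodium butyrate wells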
# PLC-gamma1 inh: inhibitors of human phospholipase C gamma1 | 0.84% of 370,000 active | inhibition, % at 12.2 µM | purified PLC-gamma1, fluorogenic substrate, fluorescence | P19174 | AID 720700; in the data active = inhibition above about 9.5%
# NR1D1 modulator: Rev-erb alpha (human) modulation. P20393. Rev-erbα–FITC-DNA binding, fluorescence polarization, 90 min. activity, % at 10 µM. 0.79% of 370,000 active. AID 1259318;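 active = activity above about 14%, limit read from the data; passing the limit was not always enough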;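 note: 0% = DMSO wells with 35 nM protein and 100% = DMSO wells with 750 nM protein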
# Target sequence (P20393 whole entry, looked up): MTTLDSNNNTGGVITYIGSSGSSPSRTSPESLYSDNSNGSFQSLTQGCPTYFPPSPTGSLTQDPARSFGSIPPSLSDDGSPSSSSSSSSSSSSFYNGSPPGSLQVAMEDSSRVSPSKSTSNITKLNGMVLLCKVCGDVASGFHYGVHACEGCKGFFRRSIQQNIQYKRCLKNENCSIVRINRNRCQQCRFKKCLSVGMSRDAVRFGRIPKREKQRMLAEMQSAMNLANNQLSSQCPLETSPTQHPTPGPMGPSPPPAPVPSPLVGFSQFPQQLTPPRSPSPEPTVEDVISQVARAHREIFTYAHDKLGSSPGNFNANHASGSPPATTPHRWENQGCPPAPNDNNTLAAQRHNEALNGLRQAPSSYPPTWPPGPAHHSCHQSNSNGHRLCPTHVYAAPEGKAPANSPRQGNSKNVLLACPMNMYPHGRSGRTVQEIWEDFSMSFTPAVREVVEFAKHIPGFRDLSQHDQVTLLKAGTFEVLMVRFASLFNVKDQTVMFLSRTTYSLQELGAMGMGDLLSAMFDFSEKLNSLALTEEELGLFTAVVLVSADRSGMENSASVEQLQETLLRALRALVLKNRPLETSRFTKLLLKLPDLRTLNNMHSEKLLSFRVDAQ
# hcDAF12 agonist: activators of H. contortus DAF-12 nuclear receptor. 1.4% of 370,000 active. activation, % at 6.8 µM. AID 652067. HEK293 hcDAF-12 lit1-tk-luc reporter, luminescence; 0% DMSO, 100% Δ7-dafachronic acid;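 active = activation above the mean of all tested compounds plus 3 SD, cut at about 5.5% in these data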;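 note: 100% = response to 3 µM Δ7-dafachronic acid high control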
# MBD2 DNA inh: inhibitors of human MBD2 binding to methylated oligonucleotide; TR-FRET; inhibition, % at 4.4 µM; 0.31% of 370,000 active; in the data active = inhibition above about 13%
# * marks the source's active call; other numbers are inactive results; i = inactive; / = not tested or not shown. Not a hit list; about 7.4% have a hit in one of these screens.
# Every second line gives: DAX1 inh-1	DAX1 inh-2	ADAM17 inh	ssDAF-12 act	PLC-beta3 inh	SMARCA2 activ	hgDAF12 agonist	PLC-gamma1 inh	NR1D1 modulator	hcDAF12 agonist	MBD2 DNA inh
1. Cc1ccc(C(=O)Nc2cc(-c3ccn[nH]3)c(C)n(N)c2=O)cc1
 : -0.1	-0.4	1	0.1	-11	-1	2.6	-13	1	2.0	5
2. COc1ccccc1N1CCN(C(=O)c2ccc(N3CCCC3=O)cc2)CC1
 : 0.5	-0.1	2	-1.2	4	-1	-0.2	6	-2	-1.6	-4
3. NS(=O)(=O)c1ccc(CCNC(=O)COC(=O)C2COc3ccccc3O2)cc1 (stereo unspecified)
 : 1.7	0.3	1	-1.4	-3	-1	-1.9	-1	-2	-0.2	3
4. Cc1ccc2c(c1)c1nnc(SCC(=O)NC3CC3)nc1n2C
 : -0.4	0.0	1	-0.8	-4	-2	4.5	-1	-1	2.1	-7
5. Cc1ccsc1/C=N/NC(=O)c1nnn(-c2nonc2N)c1CSc1ccccc1
 : 1.6	-0.2	-6	-0.6	-6	-1	0.8	1	1	0.0	0
6. CCC(C(=O)NCCCN1CCN(CCCNC(=O)C(CC)c2ccccc2)CC1)c1ccccc1 (stereo unspecified)
 : -0.1	1.6	0	-1.0	-6	1	2.1	-1	4	-1.1	-4
7. COc1ccccc1Cc1c(-c2ccccc2)nc2c3ccccc3ccn12
 : 1.0	/	-10	1.4*	-20	-4	7.8	-12	0	6.6*	5
8. O=C(NCCc1c[nH]c2ccccc12)/C(=C\c1ccco1)NC(=O)c1ccco1
 : -0.7	-0.2	0	-0.7	-2	-3	-1.8	2	-2	-0.5	3
9. CSc1nc(N)cc(=O)[nH]1
 : 0.0	0.8	1	-1.8	-4	7	-5.0	4	-3	-0.5	2
10. CCOC(=O)N1CCC(NS(=O)(=O)c2cc3c(cc2C)NC(=O)CO3)CC1
 : -0.3	0.5	-5	-0.7	1	-4	0.2	-1	0	-1.6	-3
11. COc1ccc(Cl)cc1NC(=O)COC(C)=O
 : 0.2	0.1	-2	-1.5	-1	-3	-0.3	0	-7	-1.1	-4
12. N#Cc1c(N2CCCCC2)nc(N)c2c(N)nc3c(c12)CC(c1ccccc1)O3 (stereo unspecified)
 : -0.8	0.0	-94	-1.4	i	-2	-0.9	i	2	-1.9	-7
13. Cn1c(CO)cnc1SCc1ccc(Cl)cc1
 : 1.6	0.7	5	-0.9	8	-2	7.7	7	-1	0.1	-2
14. CCn1c(-c2cccc(Br)c2)n[nH]c1=S
 : 0.0	-1.4	-2	-0.9	-8	0	1.2	3	8	-1.0	5
15. CN(C)c1cccc(CNC(=O)c2csc([C@@H]3O[C@H](CO)[C@@H](O)[C@H]3O)n2)c1
 : 0.0	/	-1	-1.5	5	8.3*	0.6	4	-9	-1.9	3
16. O=C(NC(=S)NNC(=O)c1ccco1)c1ccccc1
 : 0.2	0.5	-2	-1.3	-3	-1	4.3	0	3	2.3	1
17. CC(C)C1C(=O)N(Cc2cn(Cc3ccco3)nn2)CCS(=O)(=O)N1Cc1ccc(-c2ccc(F)cc2)cc1 (stereo unspecified)
 : 0.0	3.0	4	-2.1	-1	-8	-3.0	0	-1	-0.2	-6
18. COc1cc(C)cc(C(=O)O)c1C1=C(O)c2cccc(O)c2C(=O)C1=O
 : 1.9	1.6	2	-1.3	-12	-2	-0.2	-4	-14	0.6	-2
19. COc1ccc(NC(=O)CN(Cc2ccccc2)S(C)(=O)=O)cc1
 : -0.3	0.5	-1	-0.9	1	1	2.8	4	5	-1.6	0
20. CCOc1ccccc1NC(=O)c1ccc(OCC)c([N+](=O)[O-])c1
 : 0.4	-1.6	-2	-1.6	2	-1	2.0	2	10	-2.8	-3

# Compounds 7 to 17, reprinted for reference:
# Every second line gives: DAX1 inh-1	DAX1 inh-2	ADAM17 inh	ssDAF-12 act	PLC-beta3 inh	SMARCA2 activ	hgDAF12 agonist	PLC-gamma1 inh	NR1D1 modulator	hcDAF12 agonist	MBD2 DNA inh
7. COc1ccccc1Cc1c(-c2ccccc2)nc2c3ccccc3ccn12
 : 1.0	/	-10	1.4*	-20	-4	7.8	-12	0	6.6*	5
8. O=C(NCCc1c[nH]c2ccccc12)/C(=C\c1ccco1)NC(=O)c1ccco1
 : -0.7	-0.2	0	-0.7	-2	-3	-1.8	2	-2	-0.5	3
9. CSc1nc(N)cc(=O)[nH]1
 : 0.0	0.8	1	-1.8	-4	7	-5.0	4	-3	-0.5	2
10. CCOC(=O)N1CCC(NS(=O)(=O)c2cc3c(cc2C)NC(=O)CO3)CC1
 : -0.3	0.5	-5	-0.7	1	-4	0.2	-1	0	-1.6	-3
11. COc1ccc(Cl)cc1NC(=O)COC(C)=O
 : 0.2	0.1	-2	-1.5	-1	-3	-0.3	0	-7	-1.1	-4
12. N#Cc1c(N2CCCCC2)nc(N)c2c(N)nc3c(c12)CC(c1ccccc1)O3 (stereo unspecified)
 : -0.8	0.0	-94	-1.4	i	-2	-0.9	i	2	-1.9	-7
13. Cn1c(CO)cnc1SCc1ccc(Cl)cc1
 : 1.6	0.7	5	-0.9	8	-2	7.7	7	-1	0.1	-2
14. CCn1c(-c2cccc(Br)c2)n[nH]c1=S
 : 0.0	-1.4	-2	-0.9	-8	0	1.2	3	8	-1.0	5
15. CN(C)c1cccc(CNC(=O)c2csc([C@@H]3O[C@H](CO)[C@@H](O)[C@H]3O)n2)c1
 : 0.0	/	-1	-1.5	5	8.3*	0.6	4	-9	-1.9	3
16. O=C(NC(=S)NNC(=O)c1ccco1)c1ccccc1
 : 0.2	0.5	-2	-1.3	-3	-1	4.3	0	3	2.3	1
17. CC(C)C1C(=O)N(Cc2cn(Cc3ccco3)nn2)CCS(=O)(=O)N1Cc1ccc(-c2ccc(F)cc2)cc1 (stereo unspecified)
 : 0.0	3.0	4	-2.1	-1	-8	-3.0	0	-1	-0.2	-6

# Further entries.
# Every second line gives: DAX1 inh-1	DAX1 inh-2	ADAM17 inh	ssDAF-12 act	PLC-beta3 inh	SMARCA2 activ	hgDAF12 agonist	PLC-gamma1 inh	NR1D1 modulator	hcDAF12 agonist	MBD2 DNA inh
21. C[C@H]1[C@H](c2ccccc2)Oc2ccc(Cl)cc2S(=O)(=O)N1C[C@@H]1CCCN1C(=O)OC(C)(C)C
 : 2.0	/	0	-1.0	-2	-2	2.9	-2	-2	0.7	4
22. O=C(OCc1nnc(-c2ccc([N+](=O)[O-])cc2)o1)C1CCN(C(=O)c2ccc(F)cc2)CC1
 : -0.1	0.1	-1	-1.1	-3	4	-0.2	-2	-3	0.3	1
23. N#CC1=C(N)Oc2c(ccc3ccccc23)C1c1ccsc1 (stereo unspecified)
 : -0.9	-2.9	-12	0.9*	-137	7	12*	-96	1	7.1*	-4
24. CC(=O)c1cc2c(cc1NC(=O)Cn1nc(-c3ccc(C)cc3)ccc1=O)OCO2
 : -0.1	1.3	-2	-0.9	-11	-1	1.2	-4	2	-0.5	2
25. CNc1cccc(-c2ccc(C(=O)N3CCOCC3)cc2)n1
 : 1.9	/	-23	0.4	-410	10*	5.3	-302	4	1.4	5
26. CCOC(=O)c1c(C)nc(C)c(C(=O)OCC)c1-c1cccnc1
 : -0.4	-1.8	-5	-0.9	-4	1	-0.8	-3	4	-1.5	9
27. COc1ccc(F)cc1S(=O)(=O)NC1CCCCCC1
 : 0.2	1.8	-5	-1.2	2	-1	-1.8	2	5	-0.6	-2
28. CCC(C)NC(=S)Nc1ccccc1OC (stereo unspecified)
 : 0.1	-1.1	-1	-1.0	3	2	-0.8	2	-1	-0.5	1
29. Cc1ccccc1-c1cc(C(=O)NCc2cccs2)nn1CC1CC(c2cccc([N+](=O)[O-])c2)=NO1 (stereo unspecified)
 : 0.1	-0.5	2	-1.4	4	1	-2.5	3	2	-1.8	1
30. CC(=O)Nc1ccc(NC(=O)CCCCCN2C(=O)c3ccccc3C2=O)cc1
 : -0.7	2.0	0	-1.5	2	-2	-1.7	2	-1	-0.1	3
31. Cc1ccc(Sc2ccncc2S(N)(=O)=O)cc1
 : 0.0	-1.0	-1	-1.3	2	1	-0.3	0	-4	-0.9	-2
32. COc1cc([N+](=O)[O-])ccc1NC(=O)NN1CCN(C)CC1
 : 0.0	-0.5	1	-0.8	-1	5	-0.4	3	-7	0.4	3
33. COc1ccc(-c2ccc(=O)n(CC(=O)NCc3ccco3)n2)cc1
 : -0.1	0.3	-4	-1.1	-50	-1	1.9	-46	-3	-0.4	-2
34. COc1ccc(NC(=O)N(C)C[C@H]2Oc3ccc(NC(=O)Nc4ccc(C(F)(F)F)cc4)cc3C(=O)N([C@H](C)CO)C[C@@H]2C)cc1
 : 0.5	-0.2	8.7*	-0.1	0	1	0.6	0	9	0.9	-2
35. COc1ccc2c(c1)c(=O)oc1cc(OCC(=O)N3CCCC(C)C3)ccc12 (stereo unspecified)
 : -0.3	0.0	-244	-0.8	-315	-1	0.5	-212	-3	0.2	-3
36. CC(C)/C=C/CN1CCC(Oc2ccc(C(=O)N3CCCC3)cc2)CC1
 : 1.4	2.2	2	-1.1	0	-2	-0.1	0	7	5.2	-2
37. N#Cc1ccccc1OCC(=O)OCC(=O)c1c[nH]c2ccccc12
 : 4.1*	0.4	3	-0.1	-8	-1	1.7	0	0	2.2	-6
38. Cc1nc(C(F)(F)F)ccc1C(=O)N1CCCC1(C)C(=O)NCC(C)C (stereo unspecified)
 : -1.2	/	-2	-1.1	0	-1	-4.0	3	-1	-0.9	2
39. O=C(Nc1ccc2oc(-c3ccccc3)nc2c1)c1ccco1
 : 3.3	3.7	-7	1.0*	-21	2	15*	-16	-1	4.9	2
40. CC(NC(=O)/C(C#N)=C/c1ccc([N+](=O)[O-])o1)c1ccccc1 (stereo unspecified)
 : -0.3	-0.4	-2	-1.4	-67	6	-1.9	-43	3	0.0	-1
41. COc1cc(NC(=O)c2ccccc2Cl)c(OC)cc1NC(=O)CN1CCOCC1
 : -0.7	-0.9	-3	-1.0	-6	0	1.6	-1	1	-2.1	-1
42. CCCn1c(=O)c(C(=O)N/N=C/c2ccccc2F)c(O)c2ccccc21
 : 1.3	-0.1	2	-2.0	-2	-2	-1.2	5	-5	-1.1	-5
43. CCCCCCCCN1C(=O)[C@@H](CC(=O)NCc2ccccc2)C[C@@]2(C(=O)OC)C1=C[C@H](C(C)C)O[C@@H]2C1CC1
 : 0.0	/	3	-1.3	6	-1	2.1	4	3	-3.0	-2
44. CC(C)(C)OC(=O)C[C@H]1C/C=C\C[C@@H](CC(=O)N(CCO)Cc2ccccc2)C(=O)N2CCC[C@@H]2COC1=O
 : 0.8	-0.8	9	-1.0	11*	-2	0.3	0	0	-0.3	-4

# High-throughput results (PubChem)
